Screening results from PubChem BioAssay.
MCL1-BIM inh: inhibitors of MCL1 binding to BIM-BH3, primary screen, biochemical, fluorescence polarization | GST-MCL1 / FITC-Bim-BH3 fluorescence polarization | inhibition, % at 10.9 µM | 320,000 compounds, 0.68% hits | AID 2057, 2009;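 active = inhibition above the mean inhibition of all tested compounds plus 3 SD, set per campaign, cut at about 40% in these data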;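 also: 0% = DMSO wells and 100% = unlabeled Bim-BH3 peptide control; higher means more loss of mP so more displacement of Bim peptide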
Target sequence (Q07820 whole entry, looked up): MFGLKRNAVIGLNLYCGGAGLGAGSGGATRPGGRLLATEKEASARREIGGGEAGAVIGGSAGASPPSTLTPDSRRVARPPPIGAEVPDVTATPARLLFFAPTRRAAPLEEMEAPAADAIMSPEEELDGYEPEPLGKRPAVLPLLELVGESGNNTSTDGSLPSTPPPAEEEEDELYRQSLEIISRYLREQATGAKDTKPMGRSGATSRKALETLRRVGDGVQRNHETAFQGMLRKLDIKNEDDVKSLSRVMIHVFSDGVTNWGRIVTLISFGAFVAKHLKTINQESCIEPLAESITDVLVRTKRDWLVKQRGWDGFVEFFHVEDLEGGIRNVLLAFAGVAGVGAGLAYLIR
MEX-5 binding: MEX-5 zinc finger RNA-binding disruptors – biochemical, C. elegans, fluorescence polarization, MLPCN library, primary screen; 300,000 compounds, 0.38% hits; AID 1832, 2009; activity score (negative = inhibition of binding), % at 10 µM; MEX-5/FITC-TCR2 RNA binding; hits give low values; Zinc finger protein mex-5 (Caenorhabditis elegans), Q9XUB2;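 active = inhibition past about -25% in most replicates, and total fluorescence under double the plate's negative control median, limit read from the data; inconclusive = replicates evenly split on the limit, or fluorescence at least double controls; inactive = too little inhibition in most replicates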;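 also: 0% = DMSO and -100% = 5 µM competing unlabeled TCR2 RNA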
Fam108B counter: mouse Fam108B serine hydrolase inhibitors, primary screen, counter-screen for RBBP9 inhibitor project, biochemical, fluorescence polarization; recombinant Fam108B, FP-Rh probe fluorescence polarization; AID 1947, 2009; inhibition, % at 9.51 µM; 300,000 compounds, 0.33% hits;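 active = inhibition above the screen mean inhibition plus 3 SD, computed separately per campaign, cut at about 18% in these data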;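 also: inhibitors lower polarization as less probe binds the enzyme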
GRK2 inh: compounds blocking aptamer binding on GRK2 – biochemical, human GRK2, bead flow cytometry, HTS, primary screen; Beta-adrenergic receptor kinase 1 (Homo sapiens), P25098; FAM-aptamer displacement from GRK2; inhibition of aptamer binding, % at 10 µM; 330,000 compounds, 0.59% hits;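 active = inhibition of aptamer binding above 40%, roughly 3 SD of noise, on plates passing a quality check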;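 also: median bead fluorescence of bound FAM aptamer so fluorescent compounds give negative values; no value below 0 was filed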
VLA-4 inh: inhibition in human VLA-4 binding assay, primary screen, VLA-4 allosteric modulator project, MLPCN library, flow cytometry, VLA-4 expressing cells. Integrin alpha-4 (Homo sapiens), P13612. ligand binding flow cytometry. inhibition, % (about 7 µM as worked out from the volumes in the protocol). 330,000 compounds, 0.2% hits; in the data active = inhibition above about 50%
GLD-1 RNA inh: GLD-1/TGE RNA complex disruptors, primary screen, biochemical, fluorescence polarization; AID 2280, 2010; purified GLD-1 + fluorescein TGE RNA; 320,000 compounds, 0.44% hits; Female germline-specific tumor suppressor gld-1 (Caenorhabditis elegans), Q17339; inhibition, % at 5.96 µM;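 active = percent inhibition above a per-plate cutoff, the plate mean of test compounds plus 3 SD, cut at about 30% in these data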;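 also: 0% = DMSO wells with GLD-1 and probe and 100% = wells lacking GLD-1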
Target sequence (Q17339 whole entry, looked up): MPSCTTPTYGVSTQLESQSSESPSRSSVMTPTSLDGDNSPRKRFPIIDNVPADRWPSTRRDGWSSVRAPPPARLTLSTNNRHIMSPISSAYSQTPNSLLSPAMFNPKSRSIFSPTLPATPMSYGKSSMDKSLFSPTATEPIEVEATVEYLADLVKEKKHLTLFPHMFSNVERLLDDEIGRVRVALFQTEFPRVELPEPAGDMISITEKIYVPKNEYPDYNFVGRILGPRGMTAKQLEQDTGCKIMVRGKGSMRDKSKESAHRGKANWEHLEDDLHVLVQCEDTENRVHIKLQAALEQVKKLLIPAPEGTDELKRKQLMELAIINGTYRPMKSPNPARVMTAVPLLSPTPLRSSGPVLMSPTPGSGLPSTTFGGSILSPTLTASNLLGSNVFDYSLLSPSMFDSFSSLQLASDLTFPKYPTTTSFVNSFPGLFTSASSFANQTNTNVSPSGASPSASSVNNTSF
Bcl-xL primary: inhibitors of human Bcl-xL, primary screen, biochemical, fluorescence polarization, HTS; GST-Bcl-xL / FITC-Bim BH3 peptide fluorescence polarization; inhibition, % at 10.9 µM; 320,000 compounds, 0.7% hits; Bcl-2-like protein 1 (Homo sapiens), Q07817;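 active = inhibition above the mean of all tested compounds plus 3 SD, cutoff set per campaign, cut at about 30% in these data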;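 also: 0% = DMSO wells and 100% = unlabeled Bim-BH3 peptide competitor; inhibitors lower millipolarization by displacing the labeled peptide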
CIT2-GFP yeast: modulators of CIT2-GFP expression in yeast, primary screen, S. cerevisiae, GFP fusion, multiplex flow cytometry, MLPCN library; S. cerevisiae CIT2-GFP strain, 3 h; 100 means same as DMSO wells; GFP response vs DMSO, % at 10 µM; 320,000 compounds, 0.065% hits; AID 2029, 2009;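 active = GFP response relative to DMSO above a set limit, near the screen mean plus 3 SD, cut at about 150% in these data; inconclusive = Fewer than 70 cells measured for a yeast strain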;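 also: ratio of well median GFP fluorescence to mean of DMSO wells on the plate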
AGP1 TOR yeast: modulators of AGP1-GFP expression in yeast TOR pathway, primary screen, cell-based, multiplex flow cytometry, S. cerevisiae, MLPCN library; 3 h; GFP as percent of DMSO wells; GFP response vs DMSO, % at 10 µM; 320,000 compounds, 0.02% hits;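 active = GFP response relative to DMSO above a set limit, near screen average plus 3 SD, cut at about 150% in these data; inconclusive = fewer than 70 cells counted for the yeast strain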;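 also: median GFP channel fluorescence of the gated AGP1 strain per well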
Active calls of the source: *; u = inconclusive; x = no result given; [ ] = dose if it differs, or a comment.

Start of the listing, in advance:
SMILES	MCL1-BIM inh	MEX-5 binding	Fam108B counter	GRK2 inh	VLA-4 inh	GLD-1 RNA inh	Bcl-xL primary	CIT2-GFP yeast	AGP1 TOR yeast
CC1=NOC(=O)/C1=C\c1ccc(-c2cc(Cl)ccc2Cl)o1	6	-1.9	6	0	19	1	3	111	55
CC(c1ccccc1)n1c(CO)nc2ccccc21 (centres undefined)	-4	1.5	0	1	5	5	2	u	82[may fluoresce red and violet]
CCc1ccc(NC(=O)CCS(=O)(=O)c2ccc(Cl)cc2)cc1	0	1.0	2	2	-1	6	-1	91	95
COC(=O)Nc1nnc(COc2cccc(C)c2)s1	5	2.9	-3	4	-5	1	3	106	100
COc1cccc(C(=O)Nc2cc(NC(=O)c3cccs3)ccc2C)c1	8	-0.4	4	0	-4	7	2	100	101
COc1ccccc1N=CC=C1OC(C)(C)C(C)(C)O1	4	-0.2	1	2	1	6	3	109	108
Cc1ccc(N2CC(C(=O)Nc3nnc(SCC(N)=O)s3)CC2=O)cc1 (centres undefined)	2	-1.8	-1	0	12	2	1	106	116
CC(CCc1ccccc1)NC(=O)C(=O)NCCc1ccccc1 (centres undefined)	3	-0.3	-2	0	3	-1	2	104	100
C=CCn1c(SCC(=O)Nc2ccccc2C)nnc1-c1ccncc1	-1	1.0	-2	1	-6	-1	-2	101	103
O=C(Cc1ccc([N+](=O)[O-])cc1)NCc1ccncc1	2	-4.4	-1	3	-3	-4	1	92	94
CC(C)CN(C(=O)CSc1nc2ccccc2c(=O)n1C)C1CCS(=O)(=O)C1 (centres undefined)	0	x	x	0	7	-2	-5	90	96
Cn1c(Cc2ccccc2)nnc1SCC(=O)Nc1ccccc1N1CCOCC1	-4	-0.3	4	2	1	2	2	105	98
O=C(Nc1ccc(F)cc1F)N1CCCC(c2nc(-c3ccc(F)cc3)no2)C1 (centres undefined)	7	1.6	0	0	-5	2	4	97	93

The listing, previewed entries included:
SMILES	MCL1-BIM inh	MEX-5 binding	Fam108B counter	GRK2 inh	VLA-4 inh	GLD-1 RNA inh	Bcl-xL primary	CIT2-GFP yeast	AGP1 TOR yeast
CC1=NOC(=O)/C1=C\c1ccc(-c2cc(Cl)ccc2Cl)o1	6	-1.9	6	0	19	1	3	111	55
CC(c1ccccc1)n1c(CO)nc2ccccc21 (centres undefined)	-4	1.5	0	1	5	5	2	u	82[may fluoresce red and violet]
CCc1ccc(NC(=O)CCS(=O)(=O)c2ccc(Cl)cc2)cc1	0	1.0	2	2	-1	6	-1	91	95
COC(=O)Nc1nnc(COc2cccc(C)c2)s1	5	2.9	-3	4	-5	1	3	106	100
COc1cccc(C(=O)Nc2cc(NC(=O)c3cccs3)ccc2C)c1	8	-0.4	4	0	-4	7	2	100	101
COc1ccccc1N=CC=C1OC(C)(C)C(C)(C)O1	4	-0.2	1	2	1	6	3	109	108
Cc1ccc(N2CC(C(=O)Nc3nnc(SCC(N)=O)s3)CC2=O)cc1 (centres undefined)	2	-1.8	-1	0	12	2	1	106	116
CC(CCc1ccccc1)NC(=O)C(=O)NCCc1ccccc1 (centres undefined)	3	-0.3	-2	0	3	-1	2	104	100
C=CCn1c(SCC(=O)Nc2ccccc2C)nnc1-c1ccncc1	-1	1.0	-2	1	-6	-1	-2	101	103
O=C(Cc1ccc([N+](=O)[O-])cc1)NCc1ccncc1	2	-4.4	-1	3	-3	-4	1	92	94
CC(C)CN(C(=O)CSc1nc2ccccc2c(=O)n1C)C1CCS(=O)(=O)C1 (centres undefined)	0	x	x	0	7	-2	-5	90	96
Cn1c(Cc2ccccc2)nnc1SCC(=O)Nc1ccccc1N1CCOCC1	-4	-0.3	4	2	1	2	2	105	98
O=C(Nc1ccc(F)cc1F)N1CCCC(c2nc(-c3ccc(F)cc3)no2)C1 (centres undefined)	7	1.6	0	0	-5	2	4	97	93
Cn1cccc1CC(=O)NNC(=S)NC(=O)c1ccccc1Br	16	2.0	2	0	3	4	10	91	92
O=C(Nc1ccc(N2CCOCC2)c(Cl)c1)c1cc2ccccc2o1	2	-2.8	6	0	15	-6	2	90	87
Cc1ccc2cccc(SCC(=O)N3CCOCC3)c2n1	4	-1.1	-6	1	18	-6	6	97	107
CC(=C\c1ccccc1)/C=C1/SC(=S)N(CCC(=O)O)C1=O	2	-1.3	-5	1	0	5	0	101	83
CCOC(=O)COn1c(=O)c(-c2ccc(F)cc2)[n+]([O-])c2ccccc21	x	-1.5	x	2	7	x	x	96	96
CC1(c2ccccc2)NC(=O)N(CCN2C(=O)c3ccccc3C2=O)C1=O (centres undefined)	-2	1.3	6	0	13	-11	4	93	110
CN(C)S(=O)(=O)c1cccc(NC(=S)N/N=C/C(=O)c2ccccc2)c1	4	-3.4	3	0	-9	4	5	112	102
OCCN(Cc1ccccc1)CC(O)COc1ccc(-c2ccccc2)cc1 (centres undefined)	9	1.4	2	0	2	4	4	103	98
COc1ccc(-c2ncccc2OC(=O)C23CC4CC(CC(C4)C2)C3)cc1	-4	-2.6	-1	0	7	-3	3	77	94
CCOc1ccc(N2C(=O)C3CCCN3C2=S)cc1 (centres undefined)	-9	x	x	2	-14	5	-3	89	91
OC1(Cc2cc(-c3ccccc3)no2)CCN(CCCc2ccccc2)CC1	4	2.1	1	2	14	3	2	97	81
CCCc1cc(=O)[nH]c(SCC(=O)Nc2cc(C)on2)n1	2	-1.0	-2	9	7	6	3	102	97
COc1ccc(CN(C(=O)COc2ccc(C)c(C)c2)C2CCS(=O)(=O)C2)cc1OC (centres undefined)	2	-2.3	-1	1	-10	7	3	100	98
O=C1COc2ccc(C(=O)COC(=O)/C=C/c3ccc(Br)o3)cc2N1	73*	6.4	2	57*	-36	-6	14	109	104
Cc1cccc(Nc2nc(OCC#N)nc(N(C)C)n2)c1	15	0.9	0	0	-4	3	2	105	105
Cc1nc2cc(-c3ccccc3)nn2c(N)c1-c1ccccc1	0	x	x	4	12	4	1	98	89
O=C1CSC(c2ccc(F)cc2)N1c1ccccc1F (centres undefined)	-1	-1.1	0	1	-9	2	0	103	99
CCN(CC)CCNC(=S)N1CCn2c(nc3ccccc32)C1	9	-1.6	1	0	5	2	2	96	100
Cc1cc(=O)n2nc(N3CCC(C(=O)NCc4cccnc4)CC3)sc2n1	2	4.1	0	18	-6	-10	0	93	101
CC(C)(C)C(=O)Nc1ccccc1C(=O)Nc1cc(Cl)ccc1Cl	-5	0.8	-5	4	-10	1	1	125	101
NC(=O)NC(=O)COC(=O)c1cccc(S(=O)(=O)N2CCCCCC2)c1	-5	0.4	0	0	18	3	-8	100	110
CCOC(=O)c1c(NC(=O)CCc2ccc(CC)o2)sc(C)c1C	3	0.1	4	2	0	-3	5	99	103
CN(CC(=O)NCC1CCCCC1)S(=O)(=O)c1ccc(F)cc1	-1	-3.3	-4	3	-8	0	-4	102	101
COc1ccccc1N1CCN(C(=O)C2CCN(C(=O)c3ccc(C(C)(C)C)cc3)CC2)CC1	9	1.2	2	0	19	11	9	84	91
COc1cccc(CNC(=O)CCCc2cn(C)c3ccccc23)c1	12	-0.3	-1	1	11	-4	5	93	91
CCOc1ccccc1OCC(=O)Nc1nnc(COC)s1	4	-3.5	-2	0	0	-1	2	110	107
COc1ccccc1/C=C/C(=O)OCC(=O)c1c[nH]c2ccccc12	-1	x	x	3	6	-1	-2	107	112
CC(C)C(=O)N[C@H]1CCC2C3CC=C4C[C@@H](O)CC[C@]4(C)C3CC[C@@]21C (some centres undefined)	x	x	x	0	12	-6	x	100	95
COc1c(Br)cc(/C=N/n2c(-c3ccccc3)n[nH]c2=S)c(O)c1Br	11	0.3	3	13	2	7	-7	99	87
CSCCC(NC(=O)COc1cccc2ccccc12)C(=O)O (centres undefined)	3	1.4	1	2	10	-2	1	104	94
O=C(C(c1ccccc1)N1CCOCC1)N1CCOCC1 (centres undefined)	10	-0.6	-3	0	8	1	7	105	102
Cn1c(CN(O)S(=O)(=O)c2ccc(Cl)cc2)nnc1C(F)(F)F	-4	-0.8	0	0	-5	0	-6	154*[may fluoresce green]	116[may fluoresce green]

An excerpt from further up:
SMILES	MCL1-BIM inh	MEX-5 binding	Fam108B counter	GRK2 inh	VLA-4 inh	GLD-1 RNA inh	Bcl-xL primary	CIT2-GFP yeast	AGP1 TOR yeast
CCN(CC)CCNC(=S)N1CCn2c(nc3ccccc32)C1	9	-1.6	1	0	5	2	2	96	100
Cc1cc(=O)n2nc(N3CCC(C(=O)NCc4cccnc4)CC3)sc2n1	2	4.1	0	18	-6	-10	0	93	101

New compounds follow.
SMILES	MCL1-BIM inh	MEX-5 binding	Fam108B counter	GRK2 inh	VLA-4 inh	GLD-1 RNA inh	Bcl-xL primary	CIT2-GFP yeast	AGP1 TOR yeast
COc1ccc2c(c1)-c1nc(NC(=O)c3ccco3)sc1CC2	9	-1.4	-2	0	-14	8	3	106	93
COC(=O)c1ccc(NC(=O)Nc2ccc(F)cc2F)cc1	-2	-0.7	-3	5	3	-1	4	100	100
COc1ccc(CNc2ncnc3cc(OC)c(OC)cc23)cc1OC	-2	2.1	1	0	15	1	3	87	93
CCOCCCNC(=O)c1ccccc1SCC	12	-1.5	1	4	-9	7	5	103	104
CN1CCN(CCCNC(=O)c2ccc3c(Cl)c4c(nc3c2)CCCC4)CC1	-2	1.5	3	0	5	4	1	106	105
O=C(Cn1cnc2ccccc2c1=O)N1CCN(c2ccccc2)CC1	0	1.9	1	3	10	7	2	94	95
O=c1c(Cc2ccc(F)cc2)c(O)ccn1Cc1ccco1	-3	-1.2	0	4	8	-3	-5	99	102
CC(=O)c1c(N2CCCCC2)nc(=O)n(-c2ccccc2)c1C	5	-1.9	-3	1	14	1	8	92	101
